Bioassay records (PubChem BioAssay)
IDE act: IDE (human) activation, cell-based. P14735. 340,000 tested, 0.073% active. activation, % at 5.96 µM. AID 493087. HEK cells, FAbeta-B cleavage, fluorescence polarization; 0% vehicle, 100% cell-free pure enzyme wells;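 active = activation above the mean of all tested compounds plus 3 SD, set per screening campaign, cut at about 17% in these data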
Target sequence (P14735 whole entry, looked up): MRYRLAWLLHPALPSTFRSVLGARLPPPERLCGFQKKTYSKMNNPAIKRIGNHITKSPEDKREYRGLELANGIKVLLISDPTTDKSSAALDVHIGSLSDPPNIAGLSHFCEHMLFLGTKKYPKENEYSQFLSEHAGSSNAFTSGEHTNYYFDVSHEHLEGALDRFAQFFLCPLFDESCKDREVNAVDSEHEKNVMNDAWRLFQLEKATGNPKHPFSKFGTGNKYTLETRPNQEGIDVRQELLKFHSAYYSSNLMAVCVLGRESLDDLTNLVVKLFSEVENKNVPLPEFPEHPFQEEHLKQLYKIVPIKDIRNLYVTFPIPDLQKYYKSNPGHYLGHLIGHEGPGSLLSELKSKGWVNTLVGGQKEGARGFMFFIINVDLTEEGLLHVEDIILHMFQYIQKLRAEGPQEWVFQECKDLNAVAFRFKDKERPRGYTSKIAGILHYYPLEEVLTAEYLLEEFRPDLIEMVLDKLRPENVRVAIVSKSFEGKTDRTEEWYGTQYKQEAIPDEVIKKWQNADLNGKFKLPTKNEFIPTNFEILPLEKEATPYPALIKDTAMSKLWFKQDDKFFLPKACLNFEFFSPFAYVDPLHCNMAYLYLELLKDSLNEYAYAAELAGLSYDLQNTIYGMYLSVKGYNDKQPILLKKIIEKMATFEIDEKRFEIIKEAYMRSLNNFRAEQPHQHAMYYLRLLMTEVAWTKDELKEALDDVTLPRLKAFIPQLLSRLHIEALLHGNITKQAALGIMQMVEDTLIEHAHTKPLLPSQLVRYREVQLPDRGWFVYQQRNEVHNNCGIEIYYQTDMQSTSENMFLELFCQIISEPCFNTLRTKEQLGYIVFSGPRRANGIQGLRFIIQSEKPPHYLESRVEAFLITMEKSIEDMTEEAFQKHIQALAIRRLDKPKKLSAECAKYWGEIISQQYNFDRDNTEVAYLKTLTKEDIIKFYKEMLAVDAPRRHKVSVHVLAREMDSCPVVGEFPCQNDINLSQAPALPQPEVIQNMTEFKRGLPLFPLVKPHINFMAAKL
PHOSPHO1 inh: blocks human PHOSPHO1 phosphatase activity | Q8TCT1 | recombinant PHOSPHO1, absorbance phosphatase assay | inhibition, % at 13.3 µM | 290,000 tested, 1.1% active | AID 1565; in the data active = inhibition above about 60%
VIM-2 inhibitor: inhibitors of Pseudomonas aeruginosa VIM-2 metallo-beta-lactamase; inhibition, % at 5.6 µM; purified VIM-2, nitrocefin hydrolysis, epi-absorbance fluorescence; 290,000 tested, 0.89% active;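 active = inhibition above the mean of all tested compounds plus 3 SD, cutoff set per screening run, cut at about 7.5% in these data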;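 note: red hydrolysis product quenches plate fluorescence so inhibitors raise well fluorescence; 0% = enzyme with DMSO and 100% = DMSO without enzyme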
IDE cell inh: cellular human IDE inhibition; P14735; HEK cells, FAbetaB cleavage, fluorescence polarization; inhibition, % at 5.59 µM; 320,000 tested, 0.41% active; AID 434962;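 active = percent inhibition above the average of all tested compounds plus 3 SD, set per screening campaign, cut at about 16% in these data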;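 note: IDE supplied by intact live HEK cells; FP after avidin binding of uncleaved biotin substrate so inhibition keeps polarization high; 0% = DMSO wells and 100% = 60 µM reference IDE inhibitor Ii1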
GPR7 antag: antagonists of human GPR7 (neuropeptides B/W receptor 1); P48145; GPR7-expressing cells, fluorescence antagonist assay; inhibition, % at 4.4 µM; 290,000 tested, 1.1% active; AID 1861; in the data active = inhibition above about 16%, passing the limit was not always enough;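 note: cells stimulated with the agonist NPW; 0% = agonist with vehicle and 100% = vehicle without agonist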
IMP-1 inh: inhibitors of Pseudomonas aeruginosa IMP-1 metallo-beta-lactamase; 290,000 tested, 0.45% active; purified IMP-1, nitrocefin hydrolysis, epi-absorbance fluorescence; inhibition, % at 5.6 µM;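 active = inhibition above the mean plus 3 SD of all compounds in the same screening run, cut at about 4.5% in these data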;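 note: 0% = IMP-1 with DMSO and 100% = DMSO wells lacking enzyme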
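assay system = purified recombinant IMP-1 metallo-beta-lactamase enzyme | schedule = 15 min preincubation plus 25 min reaction at 25 °C | signal = Epi-absorbance fluorescence, 480 nm excitation, 530 nm emission | read-out basis = percent inhibition from optical density relative to buffer-blank wells | controls = IMP-1 with DMSO as 0%, enzyme-free DMSO as 100%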
M18AAP inhibitor: blocks P. falciparum M18 aspartyl aminopeptidase | 290,000 tested, 1.2% active | inhibition, % at 7.35 µM | AID 1822 | recombinant PfM18AAP, H-Glu-NHMec fluorogenic cleavage;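 active = inhibition above the campaign mean inhibition over all tested compounds plus 3 SD, cut at about 28% in these data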;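 note: 0% = plate median of test compound wells and 100% = 2 mM ZnCl2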
p-CIP stab down: p/CIP protein destabilization; AID 1984; 290,000 tested, 0.01% active; F442A p/CIP-EGFP cells, EGFP fluorescence, 16 h; decrease of EGFP signal, % at 10 µM;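 active = EGFP signal decrease of at least 30% at 10 µM or well 3 SD below plate mean, unless failing retest; inactive = the rest, including hits failing retest or dose response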; note: some compounds called inactive have numbers as strong as hits; many of its hits are not listed in these tables
NALP1 yeast inh: inhibitors of NALP1 inflammasome in yeast; S. cerevisiae NALP1/ASC/caspase-1 growth, X-gal OD620, 72 h; inhibition, % at 10 µM; AID 2071; 280,000 tested, 0.61% active; in the data active = inhibition mostly above about 24%, no sharp cut-off; inactive = mostly below about 32%; note: some compounds called inactive have numbers as strong as hits
Numbers without * were called inactive; . = not tested or not shown.

SMILES | IDE act | PHOSPHO1 inh | VIM-2 inhibitor | IDE cell inh | GPR7 antag | IMP-1 inh | M18AAP inhibitor | p-CIP stab down | NALP1 yeast inh
Cn1nnnc1SCC(=O)N1CCc2ccccc21 | 1 | -6 | -0.2 | 9 | 2 | 1.3 | -12 | -7 | .
Cc1cc(C)cc(C(=O)NCC(=O)N2CCN(c3cccc(Cl)c3)CC2)c1 | -2 | 8 | -1.3 | 4 | 2 | -1.1 | 1 | -11 | 15
Cc1cc(S(=O)(=O)N2CCN(c3ccccn3)CC2)c(C)cc1Cl | 5 | 19 | -2.9 | -2 | 4 | -3.6 | 5 | -16 | 6
C#CCOCCOCCOCCNc1nc(N2CCN(C(=O)[C@H](Cc3ccc(O)cc3)n3cc([C@@H](N)C(C)CC)nn3)CC2)nc(N2CCN(C(=O)[C@H](Cc3cc4ccccc4[nH]3)n3cc([C@@H](N)C(C)CC)nn3)CC2)n1 (some centres not stated) | -3 | 22 | 0.7 | 3 | 13 | 1.3 | -8 | -5 | 4
O=C(NCCc1ccc(Cl)cc1)c1ccc(CNc2c(N3CCOCC3)c(=O)c2=O)cc1 | -1 | 42 | -2.2 | 12 | -5 | -0.7 | -2 | -6 | .
CC(C)(O)C#Cc1ccc(CN2CCN(Cc3ccccc3)C(CCO)C2)cc1 (configuration not stated) | 4 | 26 | 0.9 | 9 | 0 | -0.8 | -3 | -4 | 3
CC(C)(C)OC(=O)COc1ccc(/C=N/NC(=O)CN2CCCCC2)cc1 | -3 | 32 | -2.6 | . | -7 | -3.8 | 8 | -2 | 5
CN(C)c1ccc(CN(C(=O)/C=C/c2ccccc2Cl)C2CCS(=O)(=O)C2)cc1 (configuration not stated) | . | 41 | -0.1 | -5 | 14 | -2.3 | 2 | -1 | .
CC1(C)NC(=O)N(CC(=O)OCC(=O)Nc2sccc2C#N)C1=O | 5 | -29 | -2.0 | 1 | 0 | -2.5 | 3 | -7 | -14
O=C1CC(c2ccccc2)=Nc2ccccc2N1Cc1ccccc1 | 1 | 32 | -2.1 | -4 | 10 | -4.6 | -9 | -4 | -14
NC(=O)C1(N2CCCCC2)CCN(S(=O)(=O)c2cc(Cl)ccc2Cl)CC1 | -2 | -4 | -3.7 | 2 | 0 | 1.4 | -4 | -5 | -5
CCN(CC)CCN(C(=O)c1ccc2c(c1)CCCC2)c1nc2ccc(F)cc2s1 | 2 | 6 | -1.2 | 5 | -4 | 0.2 | -2 | 15 | -1
Cc1cc(-c2ccccc2)n(-c2ccc(C(=O)NC(C)C)cc2)n1 | -1 | 32 | -3.0 | 2 | -3 | -1.5 | 1 | -6 | 3
CSc1nc(N(C)C)nc(N(C)C#N)n1 | -2 | -29 | 2.4 | 4 | -10 | -2.0 | 6 | -2 | -10
NS(=O)(=O)c1ccc(CCNS(=O)(=O)c2ccccc2)cc1 | 4 | -27 | -1.1 | -1 | -2 | -2.8 | 5 | -6 | -4
COc1ccccc1-n1ccnc1SCC(=O)NC(C)(C)C | 4 | -19 | 1.5 | -4 | -4 | 0.3 | -11 | -10 | 15
Cc1cnc(NC(=O)Nc2ccc(OCc3ccccc3)cc2)c(Br)c1 | 6 | 33 | -3.5 | 1 | -4 | -2.9 | -2 | 5 | 7
O=C(CNS(=O)(=O)c1ccc(Cl)cc1)OCC(=O)N1CCCc2ccccc21 | 4 | 1 | -0.8 | 1 | 15 | 0.8 | 5 | -8 | 34
COc1cc(N2CCOCC2)ccc1C=C(C#N)C#N | -6 | 50 | -2.7 | 3 | -13 | -2.9 | 1 | -7 | 1
Cc1ccc(SCCC(=O)OC(C(=O)NC(N)=O)C(C)C)cc1 (configuration not stated) | 4 | 25 | -2.8 | 1 | -4 | -3.6 | -11 | 0 | 13
Cc1nc(CNS(=O)(=O)c2ccc3ccccc3c2)cs1 | 2 | 16 | -1.5 | 0 | -3 | -1.6 | -17 | 0 | .
CCC(CC)c1nnc(NC(=O)CN2C(=O)NC3(CCCC3)C2=O)s1 | 8 | 24 | -3.0 | 7 | -1 | -5.7 | -3 | -9 | -5
Cc1ccc(C(C(=O)NC2CCCC2)N(C(=O)Cc2cccs2)c2cccc(C)c2C)o1 (configuration not stated) | 1 | -18 | 1.6 | -1 | 13 | 2.1 | -7 | -10 | 23
CCOc1ccc(CCNC(=O)CS(=O)(=O)Cc2nc(-c3ccccc3F)oc2C)cc1 | 3 | -4 | -1.5 | -2 | -1 | -1.3 | 5 | -3 | 25
CCN(CC)C(=O)CSc1nc2c(sc(=S)n2CC)c(=O)n1-c1ccccc1 | -2 | -2 | -1.0 | 4 | 1 | -3.2 | -25 | -8 | 6

Among those listed so far, these have an aryl thioether with sulfur outside any ring.
SMILES | IDE act | PHOSPHO1 inh | VIM-2 inhibitor | IDE cell inh | GPR7 antag | IMP-1 inh | M18AAP inhibitor | p-CIP stab down | NALP1 yeast inh
Cn1nnnc1SCC(=O)N1CCc2ccccc21 | 1 | -6 | -0.2 | 9 | 2 | 1.3 | -12 | -7 | .
CSc1nc(N(C)C)nc(N(C)C#N)n1 | -2 | -29 | 2.4 | 4 | -10 | -2.0 | 6 | -2 | -10
COc1ccccc1-n1ccnc1SCC(=O)NC(C)(C)C | 4 | -19 | 1.5 | -4 | -4 | 0.3 | -11 | -10 | 15
Cc1ccc(SCCC(=O)OC(C(=O)NC(N)=O)C(C)C)cc1 (configuration not stated) | 4 | 25 | -2.8 | 1 | -4 | -3.6 | -11 | 0 | 13
CCN(CC)C(=O)CSc1nc2c(sc(=S)n2CC)c(=O)n1-c1ccccc1 | -2 | -2 | -1.0 | 4 | 1 | -3.2 | -25 | -8 | 6

(continued)
SMILES | IDE act | PHOSPHO1 inh | VIM-2 inhibitor | IDE cell inh | GPR7 antag | IMP-1 inh | M18AAP inhibitor | p-CIP stab down | NALP1 yeast inh
Cc1cc(C)cc(N(C(=O)c2csnn2)C(C(=O)NC2CCCCC2)c2ccccn2)c1 (configuration not stated) | -1 | 22 | -3.5 | 4 | -8 | -3.9 | 8 | -14 | -6
Cc1ccc(Cl)cc1N1CCN(C(=O)C(C)n2ncn3cccc3c2=O)CC1 (configuration not stated) | 2 | 10 | -1.4 | 0 | -6 | -1.4 | 0 | -11 | -7
O=C(O)CCCC(=O)Nc1nc2n(n1)C(c1ccc(F)cc1)CC(c1ccc(Cl)cc1)N2 (configuration not stated) | 0 | 25 | -4.0 | 0 | 1 | -3.8 | 1 | -5 | 10
CS(=O)(=O)Nc1cccc(C2=NN(C(=O)CCCC(=O)O)C(c3cccs3)C2)c1 (configuration not stated) | 8 | -7 | -0.1 | 5 | 1 | -1.6 | 3 | 2 | 3
C=CCOc1ccc(CNn2cn[nH]c2=S)cc1OCC | -7 | 36 | -1.9 | 7 | -1 | -2.6 | 8 | -12 | -4
COc1ccc(-c2noc(N3CCC(C(=O)Nc4ccccc4F)CC3)n2)cc1 | 2 | 28 | -0.5 | -3 | 16 | -1.5 | 4 | 8 | 25
CCOc1ccc2nc(SCC3CC3(Cl)Cl)[nH]c2c1 (configuration not stated) | 5 | 20 | -0.9 | 16* | -11 | -2.2 | -3 | -14 | 33
O=C(Cn1cc(C(=O)C(F)(F)F)c2ccccc21)N1CCOCC1 | -2 | 42 | -0.7 | 3 | 6 | -0.6 | -5 | 5 | 19
O=C(Nc1ccccc1F)c1ccc(Cn2cc(Cl)cn2)cc1 | -5 | -3 | -2.8 | 6 | 5 | -2.5 | 4 | 7 | -14
CC1Cc2ccccc2N1C(=O)CN1C(=O)NC(C)(c2ccc3c(c2)OCCO3)C1=O (configuration not stated) | -4 | 6 | -0.2 | -2 | 13 | 0.9 | 1 | -15 | 21
CSc1nnc(SCc2nc3sc(C(=O)O)c(C)c3c(=O)[nH]2)s1 | 0 | 33 | -1.0 | 12 | -11 | -1.3 | 8 | -18 | 10
CN(C)c1cccc(C(=O)OCC(=O)Nc2nccs2)c1 | -3 | -9 | -0.9 | -7 | 9 | 0.1 | 7 | 1 | 5
c1ccc2c(c1)OCC(c1csc3ncnc(N4CCCCC4)c13)O2 (configuration not stated) | -1 | -3 | -1.5 | 3 | -11 | -1.2 | -4 | 9 | 36
O=C(CN1C2CCCC1CC(NC(=O)c1ccccc1)C2)Nc1ccccc1 (configuration not stated) | 0 | 40 | -3.8 | 2 | -10 | -0.7 | 7 | -4 | -2
CC(=O)Nc1ccc(NC(=O)CC(c2ccccc2)c2ccccc2)cc1 | 1 | . | -1.8 | 6 | -11 | -2.2 | 0 | 3 | 30
CN1CCCC(OC(=O)CCCCC(=O)OC2CCCN(C)C2)C1 (configuration not stated) | 4 | -46 | -1.9 | 4 | -10 | -2.6 | 1 | -9 | 4
Cc1ccc(S(=O)(=O)NC(=O)NC(C)c2ccc(F)cc2)cc1 (configuration not stated) | 1 | 39 | -3.1 | -2 | -9 | -1.4 | -9 | -6 | -2
COc1cc(OC)cc(C(=O)N2CCC(N3CCN(c4ccccc4)CC3)CC2)c1 | 4 | 22 | -1.3 | -4 | -2 | -2.0 | 4 | -4 | 17
COc1cc(OC)c(N(C)S(=O)(=O)c2cccc(C(=O)OCc3c(C)noc3C)c2)cc1Cl | 0 | 13 | 0.4 | -1 | 7 | 0.1 | -5 | 3 | 11
COc1cc(CNCCc2ccccc2)ccc1OCC(N)=O | 7 | 6 | -4.5 | 9 | -4 | -3.3 | 1 | -3 | 27
COc1cccc2cc(C(=O)N3CCCc4ccccc43)oc12 | -1 | 25 | -3.3 | -3 | -15 | -3.7 | 2 | -18 | 5
CC(C)(C)c1ccc(C(=O)n2cnc3ccccc32)cc1 | 4 | . | -2.1 | -2 | -13 | -1.3 | 1 | -5 | 18
CN(C)C(CN1C(=O)C2CC=CCC2C1=O)c1cn(C)c2ccccc12 (configuration not stated) | 5 | -25 | -3.8 | -9 | -4 | -3.8 | 0 | -6 | 18
CCOc1cc([N+](=O)[O-])c2nc(N)sc2c1 | 0 | 15 | -2.5 | 3 | -15 | -2.5 | -6 | 1 | .
O=C(C1CCN(S(=O)(=O)N2CCOCC2)CC1)N1CCOCC1 | -2 | 26 | -2.0 | -2 | -18 | -1.3 | -9 | -8 | 13
COc1cccc(CNC(=O)CCN2C(=S)NC(C)(C)CC2C)c1 (configuration not stated) | 0 | 17 | -2.5 | 0 | 3 | -3.2 | 4 | -3 | 18

4 entries drawn at random from those above, as already listed:
SMILES | IDE act | PHOSPHO1 inh | VIM-2 inhibitor | IDE cell inh | GPR7 antag | IMP-1 inh | M18AAP inhibitor | p-CIP stab down | NALP1 yeast inh
Cn1nnnc1SCC(=O)N1CCc2ccccc21 | 1 | -6 | -0.2 | 9 | 2 | 1.3 | -12 | -7 | .
CN(C)c1cccc(C(=O)OCC(=O)Nc2nccs2)c1 | -3 | -9 | -0.9 | -7 | 9 | 0.1 | 7 | 1 | 5
O=C(O)CCCC(=O)Nc1nc2n(n1)C(c1ccc(F)cc1)CC(c1ccc(Cl)cc1)N2 (configuration not stated) | 0 | 25 | -4.0 | 0 | 1 | -3.8 | 1 | -5 | 10
O=C(NCCc1ccc(Cl)cc1)c1ccc(CNc2c(N3CCOCC3)c(=O)c2=O)cc1 | -1 | 42 | -2.2 | 12 | -5 | -0.7 | -2 | -6 | .

Structures listed above that bear a hit mark in IDE cell inh:
SMILES | IDE act | PHOSPHO1 inh | VIM-2 inhibitor | IDE cell inh | GPR7 antag | IMP-1 inh | M18AAP inhibitor | p-CIP stab down | NALP1 yeast inh
CCOc1ccc2nc(SCC3CC3(Cl)Cl)[nH]c2c1 (configuration not stated) | 5 | 20 | -0.9 | 16* | -11 | -2.2 | -3 | -14 | 33
